Hsp70 activator = transcriptional activators of Hsp70; HeLa Hsp70 promoter luciferase reporter, luminescence; scaled: vehicle 0, proteasome-inhibitor control 100%; activation, % at 10 µM; actives 0.04% (n = 200,000); AID 1203;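 active means activation above the mean across all tested compounds plus 3 SD, cutoff set per campaign, cut at about 5.5% in these data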;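 further: 100% = MG132 at 30 µM as the positive control and 0% = DMSO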
NF-kB neuron act = compounds increasing NF-kB expression in human neuronal cells. NF-kB reporter expression; hits give high values. fold change at 12.5 µM. actives 1.6% (n = 190,000). AID 1239; in the data active means fold change above about 3.3
STAT1 activator = increases IFN-gamma driven STAT1 reporter signal. NIH 3T3 STAT1-luciferase reporter, luminescence; 100% = IFN-gamma alone, no compound. activation (% of control), % at 5.5 µM. actives 2.6% (n = 200,000);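 active means activation above the screen-wide mean activation plus 3 SD, cut at about 130% in these data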;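 further: raw ratio to IFN-gamma control signal so 100% means no change and 0% no light; values of inactives mirror those of a sister screen read the other way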
FLuc inh counter = Photinus pyralis luciferase inhibition counter-screen; P08659; ATPLite firefly luciferase biochemical luminescence, 10 min; inhibition, % at 10 µM; actives 1.5% (n = 200,000); AID 1006;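 active means inhibition above about 50% when tested at 10 µM, limit read from the data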
Target sequence (P08659 whole entry, looked up): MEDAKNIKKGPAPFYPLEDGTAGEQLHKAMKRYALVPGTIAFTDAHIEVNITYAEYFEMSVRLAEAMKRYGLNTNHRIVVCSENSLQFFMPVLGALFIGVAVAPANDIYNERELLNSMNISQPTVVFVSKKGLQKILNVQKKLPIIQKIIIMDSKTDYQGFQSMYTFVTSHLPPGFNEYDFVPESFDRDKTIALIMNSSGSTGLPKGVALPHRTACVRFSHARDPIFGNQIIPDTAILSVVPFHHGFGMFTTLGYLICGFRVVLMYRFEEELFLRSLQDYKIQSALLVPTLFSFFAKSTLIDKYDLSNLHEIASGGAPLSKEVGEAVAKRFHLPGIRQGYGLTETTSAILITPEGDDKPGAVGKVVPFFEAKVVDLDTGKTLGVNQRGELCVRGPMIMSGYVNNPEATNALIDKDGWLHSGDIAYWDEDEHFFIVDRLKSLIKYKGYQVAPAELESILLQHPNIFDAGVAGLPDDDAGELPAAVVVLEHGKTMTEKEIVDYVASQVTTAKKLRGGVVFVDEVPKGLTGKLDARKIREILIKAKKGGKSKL
STAT3 activator = STAT3 signaling activation. AID 871. activation (% of control), % at 5.6 µM. U3A cells, IL-6 STAT3-luciferase reporter, luminescence; 100% = signal with IL-6 EC80 alone. actives 0.91% (n = 190,000);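 active means activation above the screen-wide mean of compound activation plus 3 SD, cut at about 130% in these data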;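 further: 0% = background luminescence of wells with medium and substrate only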
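Assay system – human STAT1-deficient U3A cells with stable STAT3-luciferase reporter · Also added – IL-6 (33 ng/mL) · Schedule – compound 1 h, then IL-6 6 h at 37 °C · Technique – reporter luminescence signal · Evaluation – % activation versus median of IL-6-stimulated wells · Benchmarks – IL-6-only wells as 100% reference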
APP 5'UTR act = APP 5'UTR luciferase reporter activation; SH-SY5Y APP 5'UTR luciferase reporter, luminescence; zero percent = DMSO vehicle wells; activation, % at 2 µM; AID 1276; actives 1% (n = 190,000);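 active means activation above a set limit, based on mean plus 3 SD of controls, cut at about 140% in these data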; further: values of inactives mirror those of a sister screen read the other way
APP transl inh = APP translation inhibition. SH-SY5Y APP 5'UTR-luciferase reporter, luminescence. inhibition, % at 2 µM. actives 0.82% (n = 190,000). AID 1285;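 active means inhibition above a set limit, derived from the sample mean plus 3 SD, cut at about 45% in these data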; further: values of inactives mirror those of a sister screen read the other way
STAT1 inh = STAT1 signaling inhibition | inhibition, % at 5.5 µM | NIH 3T3 STAT1-luciferase reporter, IFN-gamma, luminescence | actives 0.35% (n = 200,000) | AID 920;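 active means inhibition above a set limit, the mean inhibition across all tested compounds plus 3 SD, cut at about 34% in these data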;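 further: 0% = IFN-gamma with DMSO and 100% = IFN-gamma with 300 µM nifuroxazide; values of inactives mirror those of a sister screen read the other way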
STAT3 blocker = inhibitors of IL-6 induced STAT3 signaling; actives 0.89% (n = 190,000); U3A cells, IL-6 STAT3-luciferase reporter, luminescence; host cell line lacks STAT1; inhibition, % at 5.5 µM;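 active means inhibition above the mean inhibition across all screened compounds plus 3 SD, cut at about 44% in these data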;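 further: 0% = DMSO only wells and 100% = 100 µM nifuroxazide control wells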
RAM network inh = inhibitors of the yeast RAM network; S. cerevisiae dse1pr::URA3 reporter, 5-FOA growth OD615, 2 d; analog-sensitive cbk1-as2 kinase mutant strain; actives 1.8% (n = 190,000); inhibition, % at 50 µM;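 active means inhibition above a set limit, 3 SD over mean compound inhibition, cut at about 8.4% in these data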;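 further: 0% = DMSO-only wells with no growth and 100% = 10 µM 1-NA-PP1 full growth; inhibition rescues growth on 5-FOA so higher OD means more RAM inhibition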
* marks the source's active call; other numbers are inactive results; . = no result given. This is a random part of the collection; overall some 7.7% were active at least once.

Each structure is followed by: APP transl inh	FLuc inh counter	APP 5'UTR act	Hsp70 activator	STAT1 inh	STAT1 activator	RAM network inh	STAT3 activator	NF-kB neuron act	STAT3 blocker
O=C1CCCCCC1C1(O)C(=O)Nc2ccccc21 (configuration not stated)
    -5.6	-5.9	5.6	0.1	-3.0	102.8	2.4	97.0	1.01	7.6
CC(NC(=O)COc1ccc(Br)cc1)C(=O)O (configuration not stated)
    0.0	-0.9	0.0	-0.1	-3.5	103.2	-0.1	105.0	1.07	-2.2
COc1ccc(-n2c(Cn3c(=O)sc4ccccc43)nnc2SCC(=O)N2CCOCC2)cc1
    -11.3	-5.7	11.3	-0.4	-6.8	106.2	0.0	105.6	1.28	-2.0
CCOc1ccc(-c2nnc(-c3cccnc3)o2)cc1OCC
    -6.1	-10.0	6.1	0.8	0.8	99.2	2.3	93.1	0.96	8.8
CC(=O)c1ccc(NC(=O)Nc2ncn(Cc3cccc(C)c3)n2)cc1
    15.1	-0.2	-15.1	-0.1	-7.2	106.5	4.9	101.0	1.11	3.1
CCc1ccccc1NC(=O)COc1ccc2c(c1)OCO2
    -6.2	0.6	6.2	-0.1	-14.6	113.5	2.0	84.8	1.43	21.2
COc1ccc(-c2cn(-c3ccc(C)cc3C)c(=O)[nH]2)cc1OC
    -10.8	-4.4	10.8	-0.4	10.2	90.3	0.4	86.1	1.02	20.4
CCCCc1c(C)c2ccc(OC)c(/C(C)=N\O)c2oc1=O
    -4.6	-2.2	4.6	-0.2	-4.0	103.6	1.2	101.5	1.25	0.8
COC(=O)c1c(NC(=O)CCCC(=O)O)sc(C)c1C
    12.4	-6.9	-12.4	-0.2	-6.2	104.1	-0.3	92.4	1.03	13.4
COC(=O)C1C(c2ccc(Cl)cc2)NC(c2ccc(Cl)cc2)C(C(=O)OC)S1(=O)=O (configuration not stated)
    1.9	-2.5	-1.9	-0.3	7.4	93.1	1.7	101.5	1.26	4.3
CC1CCCCN1CCNC(=O)C1CC(=O)N(c2ccc(F)c(Cl)c2)C1 (configuration not stated)
    -6.3	-6.5	6.3	-0.3	8.5	92.2	-1.5	99.4	1.17	6.5
CC1CCC(NC(=O)c2ccc(N3CCCC3=O)cc2)CC1 (configuration not stated)
    -20.0	1.8	20.0	0.2	-10.5	109.6	-0.7	100.8	1.65	1.0
OCCC1CN(Cc2cnc(-c3ccc(Cl)cc3)nc2)CCN1C1CCCCC1 (configuration not stated)
    -1.9	-1.4	1.9	-0.3	-6.5	104.0	-0.4	90.2	0.96	14.6
CCOn1c(=O)c(C)[n+]([O-])c2ccccc21
    -22.8	-4.4	22.8	-0.4	9.9	83.5	0.9	108.0	1.12	-6.2
O=C(NC(C(=O)O)c1ccccc1)c1ccc(S(=O)(=O)N2CCOCC2)cc1 (configuration not stated)
    11.3	-4.6	-11.3	-0.3	-0.8	96.8	-0.3	106.2	1.2	-3.6
CC(O)CNc1cnccn1 (configuration not stated)
    10.7	0.1	-10.7	0.3	6.5	93.2	-0.5	89.2	0.98	15.4
O=C(Cn1c(COc2ccccc2)nc2ccccc21)Nc1cc(Cl)c(Cl)cc1Cl
    11.6	3.1	-11.6	-0.1	-5.7	104.3	4.4	105.4	1.01	1.3
O=C(CCC(=O)N1CCOCC1)c1ccc(F)cc1
    0.2	-3.7	-0.2	-0.1	-19.0	115.3	0.3	102.2	1.26	6.2
C/C(=N\NC(=O)Nc1ccccc1)c1ccc2ccccc2c1
    -7.6	-8.3	7.6	-0.3	-0.5	100.4	2.5	103.3	0.97	-6.4
CCc1c(C)nc2c(OC)cccc2c1SCCC(=O)O
    -6.9	0.0	6.9	-0.4	5.5	95.0	0.5	94.5	1.02	5.8
COc1ccc2cc(OC)c(C(=O)N3CCOCC3)cc2c1
    -19.0	-6.1	19.0	-0.2	-5.3	102.9	1.4	100.1	0.87	3.3
Cc1nnc(SCC(=O)Nc2nsc(-c3ccc(Cl)cc3)n2)s1
    4.6	1.9	-4.6	0.1	-9.1	108.3	6.7	95.8	1.33	10.4
CCN(CC)CCNC(=O)c1ccc(NC(=O)/C=C/c2cc(OC)c(OC)c(OC)c2)cc1
    -2.0	-1.5	2.0	-0.2	0.9	98.8	2.7	100.4	1.07	3.5
CCO[C@H]1OC(C(=O)N2CCCCCCC2)=C[C@@H](C)[C@@H]1CCCO
    -7.6	-4.9	7.6	-0.3	8.6	93.4	-1.0	.	1.13	.
COc1ccc(OC)c(CCNC(=O)c2ccc(CS(=O)(=O)c3ccc(Br)cc3)o2)c1
    -2.6	-5.6	2.6	-0.2	-0.8	101.1	2.6	101.5	0.86	4.4
COCCn1c(SCc2nc(N)nc(Nc3ccccc3C)n2)nc2ccccc2c1=O
    -3.0	-5.7	3.0	-0.6	9.8	91.2	1.1	90.9	0.44	13.9
O=C1CC(Sc2nnc(-c3ccccc3)o2)C(=O)N1c1ccccc1 (configuration not stated)
    -2.2	-2.7	2.2	-0.2	3.5	94.9	2.6	93.6	1.47	9.8
O=C(COc1cc(Cl)c(Cl)cc1Cl)Nc1ccncc1
    11.6	3.5	-11.6	-0.3	-6.0	105.5	2.3	72.0	1.04	35.4
N#Cc1ccc(C(c2nnnn2Cc2ccccc2)N2CCCC2)cc1 (configuration not stated)
    4.2	-5.8	-4.2	-0.1	0.4	99.7	0.5	110.6	1.67	-8.0
COc1cccc(OC)c1C(=O)N1CCN(Cc2ccc3c(c2)OCO3)CC1
    -5.4	-5.3	5.4	-0.2	3.1	97.1	0.8	96.0	1.34	8.6

An excerpt from above in order of molar mass, descending:
Each structure is followed by: APP transl inh	FLuc inh counter	APP 5'UTR act	Hsp70 activator	STAT1 inh	STAT1 activator	RAM network inh	STAT3 activator	NF-kB neuron act	STAT3 blocker
O=C1CC(Sc2nnc(-c3ccccc3)o2)C(=O)N1c1ccccc1 (configuration not stated)
    -2.2	-2.7	2.2	-0.2	3.5	94.9	2.6	93.6	1.47	9.8
N#Cc1ccc(C(c2nnnn2Cc2ccccc2)N2CCCC2)cc1 (configuration not stated)
    4.2	-5.8	-4.2	-0.1	0.4	99.7	0.5	110.6	1.67	-8.0
O=C(COc1cc(Cl)c(Cl)cc1Cl)Nc1ccncc1
    11.6	3.5	-11.6	-0.3	-6.0	105.5	2.3	72.0	1.04	35.4

(continued)
Each structure is followed by: APP transl inh	FLuc inh counter	APP 5'UTR act	Hsp70 activator	STAT1 inh	STAT1 activator	RAM network inh	STAT3 activator	NF-kB neuron act	STAT3 blocker
O=C(N/N=C/c1cc([N+](=O)[O-])ccc1O)C1CCCCC1
    10.3	-4.8	-10.3	-0.4	14.3	87.2	0.2	91.8	0.94	12.2
CC(C)CCN(C)c1ccc(/C=N/n2cnnc2)cc1
    16.2	-4.5	-16.2	-0.2	5.1	95.3	1.5	95.8	0.95	10.6
Cc1cccc(N(CC(=O)NCc2ccc3c(c2)OCO3)C(=O)CCC(=O)Nc2ccccn2)c1
    12.2	-6.7	-12.2	-0.1	0.1	100.0	1.9	99.3	1.25	6.1
O=C(Nc1ccc2c(c1)OCO2)c1ccc(CN2CCOCC2)cc1
    -37.8	21.7	37.8	-0.2	-25.7	123.6	-0.8	94.8	1.84	9.4
Cc1onc(-c2ccccc2)c1C(=O)NCc1cccnc1
    3.2	-22.4	-3.2	0.1	2.0	99.3	1.1	93.2	0.9	14.4
Cc1cc(C)nc(NS(=O)(=O)c2ccc(NC(=O)Cn3c(=O)oc4ccccc43)cc2)n1
    -12.4	-7.5	12.4	0.1	3.9	96.5	1.6	105.1	1.1	-1.4
CCN(C(=O)CSc1nnc(NCc2ccccc2)s1)C1CCS(=O)(=O)C1 (configuration not stated)
    -10.3	9.1	10.3	-0.2	-7.9	105.5	0.2	102.1	1.01	8.2
Cc1ccccc1/C(N)=N/O
    -3.1	7.4	3.1	-0.4	-1.5	101.3	0.9	101.3	1.12	3.9
Cc1cc(C(=O)NCCCc2ccccc2)no1
    2.0	0.0	-2.0	0.2	-11.0	110.1	2.1	99.8	1.33	3.4
O=c1[nH]c(SCc2ccccc2Cl)nc2c1CCCC2
    11.4	-1.2	-11.4	-0.1	-7.4	106.8	2.6	102.2	1.07	1.5
S=C(NCc1ccccc1)NNc1ccccc1
    22.4	-4.4	-22.4	-0.3	0.5	97.6	-1.2	106.7	1.18	-1.7
OC1(c2cccc(C(F)(F)F)c2)CCN(Cc2nnnn2Cc2ccccc2)CC1
    3.4	-6.0	-3.4	-0.2	11.5	89.0	1.2	106.4	1.15	-3.7
N#CCCN(C1CCCCC1)S(=O)(=O)c1cccc2nsnc12
    18.6	-1.5	-18.6	0.2	7.5	93.2	1.3	103.3	1.12	0.0
COc1ccc(-c2nn(-c3ccccc3C)cc2CNCc2cccnc2)cc1F
    -11.6	-2.5	11.6	-0.4	7.2	91.5	1.3	102.7	0.94	0.3
O=C(c1cc(COc2ccc3ncccc3c2)on1)N1CCCCCC1
    8.3	1.9	-8.3	-0.2	14.1	85.4	1.5	57.9	1.31	53.2*
COc1ccc(C(C(=O)NC(C)(C)C)N(Cc2ccccc2)C(=O)CCC(=O)Nc2cc(C)on2)cc1 (configuration not stated)
    -2.0	-4.0	2.0	-0.1	1.4	97.8	-1.1	110.2	0.97	-3.8
Cc1cc2n(n1)C(c1c[nH]c3ccccc13)Nc1ccccc1-2 (configuration not stated)
    7.3	-2.4	-7.3	-0.3	3.0	97.3	-1.1	138.7*	1.23	-40.8
CC1(C)OC(=O)N(Cc2ccco2)C1(C)O (configuration not stated)
    -3.5	-4.6	3.5	-0.4	-0.6	100.6	0.1	102.2	0.98	1.2
CC1=[N+]([O-])C(C)(C)CC(C)(C)c2ccccc21
    2.3	-7.5	-2.3	0.1	-4.8	104.4	-1.2	104.7	1.08	4.5
C/C(=N\Oc1cccc(F)n1)c1ccc(Cl)cc1Cl
    -25.0	-5.4	25.0	0.0	5.2	95.2	4.4	87.1	1.24	20.4
Cc1ccc(C(=O)NNC(=O)C2CCN(S(=O)(=O)c3ccc(Cl)cc3)CC2)cc1
    7.8	-2.8	-7.8	-0.4	1.5	98.7	3.2	101.4	1.03	6.9
CC(=O)Nc1ccc(C(=O)OCc2ccc(F)cc2)cc1
    -4.7	2.4	4.7	-0.2	-9.0	106.9	1.6	93.4	1.29	9.2
C#Cc1ccc([C@H]2C=C(C(=O)N3CCN(Cc4ccc5c(c4)OCO5)CC3)O[C@@H](OCc3ccc(CO)cc3)C2)cc1
    -1.9	-4.0	1.9	0.6	10.3	91.8	0.6	.	1.1	.
Cc1cccc(-n2c(SCc3cc(=O)n4c(C)cccc4n3)nc3[nH]ncc3c2=O)c1
    -12.2	-0.5	12.2	-0.3	8.3	92.4	1.8	118.2	1.02	-14.8
Cc1ccccc1Cn1c(=O)sc2ccccc2c1=O
    -28.1	-0.4	28.1	-0.3	5.4	95.6	2.2	98.9	1.11	1.9
Cc1ccccc1C(=O)NNC1CC(=O)N(c2ccc3c(c2)OCCO3)C1=O (configuration not stated)
    -21.1	-3.4	21.1	-0.1	3.0	97.3	4.0	104.5	1.19	-0.4

Single entries from the results shown:
NF-kB neuron act result of Cc1cccc(-n2c(SCc3cc(=O)n4c(C)cccc4n3)nc3[nH]ncc3c2=O)c1 → 1.02
APP transl inh result of O=c1[nH]c(SCc2ccccc2Cl)nc2c1CCCC2 → 11.4
STAT1 inh result of CC(C)CCN(C)c1ccc(/C=N/n2cnnc2)cc1 → 5.1

High-throughput results deposited in PubChem by several laboratories.
